Tcruzi prolif – T. cruzi proliferation inhibition; T. cruzi beta-gal in NIH3T3, GalScreen luminescence, 90 h; inhibition, % at 8.34 µM; hit rate 5.9% among 77,000; AID 624255;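 active = mean inhibition above about 93%, with at least 55% of replicates each passing it, limit read from the data, passing the limit was not always enough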
Pf Dd2 growth – inhibitors of Plasmodium falciparum Dd2 growth | P. falciparum Dd2 growth, SYBR Green, 72 h; hits give low values | AID 1159554 | hit rate 2.3% among 94,000 | activity change, % at 10 µM; in the data active = activity change below about -80%
GASC1 inh – inhibitors of human demethylase GASC-1 KDM4C; Q9H3R0; GST-KDM4C 2-372, H3K9me3 peptide, LANCE TR-FRET; inhibition, % at 12.5 µM; hit rate 0.15% among 96,000; AID 720574;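 active = mean replicate inhibition above about 25%, with at least 55% of replicates also reaching it, limit read from the data, passing the limit was not always enough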
Target sequence (Q9H3R0 2-372 limits assumed): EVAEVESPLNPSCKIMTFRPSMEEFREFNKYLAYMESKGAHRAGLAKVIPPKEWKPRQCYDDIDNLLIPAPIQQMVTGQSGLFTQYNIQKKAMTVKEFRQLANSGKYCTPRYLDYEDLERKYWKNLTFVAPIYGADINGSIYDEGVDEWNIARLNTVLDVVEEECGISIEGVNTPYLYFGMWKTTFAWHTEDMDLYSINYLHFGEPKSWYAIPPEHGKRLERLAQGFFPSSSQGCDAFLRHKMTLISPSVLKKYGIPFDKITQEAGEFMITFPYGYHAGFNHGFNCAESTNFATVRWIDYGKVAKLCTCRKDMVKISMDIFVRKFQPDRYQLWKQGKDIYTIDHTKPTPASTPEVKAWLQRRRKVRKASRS
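System: N-terminal GST-fused human GASC-1 (KDM4C) fragment, residues 2-372 / Amount: 10 nM GST-KDM4C in enzyme reaction / Also added: H3K9me3 peptide with Fe(II)/2OG / Times: 30 min demethylation and 1 h detection at room temperature / Signal: LANCE TR-FRET / Read-out basis: Fall in 671/618 emission ratio as inhibition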
C diff HTS – inhibitors of Clostridium difficile growth | growth activity, negative = inhibition, % at 16 µg/mL (by protocol) | Clostridium difficile clinical isolate growth, OD600, 24 h; hits give low values | hit rate 0.25% among 86,000;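 active = mean growth activity at or below -80% and every replicate also at or below -80%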;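 also: 0% = DMSO wells and -100% = levofloxacin 16 µg/mL wells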
* marks the source's active call; other numbers are inactive results; . = no result given; & = joins results of further samples; ! = not active in a repeat.

SMILES	Tcruzi prolif	Pf Dd2 growth	GASC1 inh	C diff HTS
O=C(Cc1ccncc1)NCC[C@@H]1CC[C@H](NC(=O)Nc2ccc(Cl)cc2)[C@H](CO)O1	16	9	0.9	-3
COc1ccc(-c2ccc([C@@H]3[C@H]4CN(C(=O)C5CCC5)CC(=O)N4[C@H]3CO)cc2)cc1	.	-38	0.0	-12
C[C@@H]1CN([C@H](C)CO)C(=O)c2cc(-c3ccccc3)cnc2O[C@@H]1CN(C)C(=O)c1ccccc1F	.	3	.	3
C[C@@H]1CN([C@H](C)CO)C(=O)c2cccc(NC(=O)Nc3cccc4ccccc34)c2O[C@H]1CN(C)S(=O)(=O)c1ccccc1	23	-21	0.6	-7
C[C@@H]1CCCCO[C@H](CN(C)C(=O)CCC(F)(F)F)[C@H](C)CN([C@H](C)CO)C(=O)c2cc(NC(=O)C3CCCCC3)ccc2O1	58	-55	0.3	-18
CC(=O)Nc1ccc2c(c1)C(=O)N(C)[C@H]1CC[C@H](CC(=O)NCc3ccc(F)cc3)O[C@H]1CO2	31	-8	2.8	2
O=C(C[C@@H]1C=C[C@H](NC(=O)C2CC2)[C@@H](CO)O1)NCc1ccccc1Cl	9	27	2.1	.
COc1cccc(C#Cc2cnc3c(c2)C(=O)N([C@H](C)CO)C[C@H](C)[C@@H](CN(C)C(C)=O)O3)c1	-7	-26	-3.4	-5
CC(C)C#Cc1ccc2c(c1)O[C@@H](CN(C)C(=O)NC(C)C)[C@H](C)CN([C@H](C)CO)S2(=O)=O	56	3	-1.6	23
O=C(Cc1ccccc1)N1C[C@H]2[C@@H](c3ccccc31)[C@@H](CO)N2C(=O)C1CCCC1	3	6	14	0
C[C@H](CO)N1C[C@H](C)[C@@H](CN(C)C(=O)c2ccccc2)Oc2ncc(C3=CCCC3)cc2C1=O	-18	-14	2.4	-3
CN(C)C(=O)[C@H]1[C@H](CO)[C@H]2Cn3c(ccc(-c4cccc(F)c4)c3=O)[C@@H]1N2CCc1ccccc1	-1	10	0.2	-1
O=C(C[C@H]1C=C[C@@H](NC(=O)NC2CCCCC2)[C@H](CO)O1)NCc1ccc(F)cc1	.	16	-0.6	3
C[C@H](NC(=O)C[C@@H]1CC[C@H](NC(=O)Cc2ccccn2)[C@H](CO)O1)c1ccccc1	2	-2	0.1	.
O=C(C[C@@H]1C=C[C@@H](NC(=O)C2CC2)[C@@H](CO)O1)NCC1CC1	.	-21	-2.1	1
C[C@@H]1CN([C@@H](C)CO)C(=O)Cc2cc(NS(=O)(=O)c3cn(C)cn3)ccc2O[C@@H]1CN(C)C(=O)Nc1ccc(F)cc1	-4	14	-1.5	-2
CNC[C@@H]1Oc2ccc(NS(=O)(=O)c3ccccc3)cc2CC(=O)N([C@H](C)CO)C[C@H]1C	12	10	1.3	-5
CC(=O)N(C)C[C@@H]1OCc2ccccc2-c2c(n(C)c3ccccc23)C(=O)N([C@H](C)CO)C[C@@H]1C	3	41	3.7	.
C[C@@H]1CN([C@H](C)CO)C(=O)c2cccc(NC(=O)c3ccc(-c4nccs4)cc3)c2O[C@@H]1CN(C)C	.	-25	-0.3	-2&-2
CCCNC(=O)C[C@H]1C[C@@H]2c3cc(NC(=O)CC4CC4)ccc3O[C@@H]2[C@H](CO)O1	-15	19	-1.2	1
Cc1noc(C)c1S(=O)(=O)Nc1ccc2c(c1)C(=O)N([C@H](C)CO)C[C@@H](C)[C@@H](CN(C)Cc1ccc(C(=O)O)cc1)O2	-16	12	-0.5	.
C[C@@H]1CN([C@@H](C)CO)C(=O)c2cc(C3=CCCC3)cnc2O[C@H]1CN(C)C(=O)c1ccncc1	-75	31	0.1	0
Cc1ccc(-c2ccc3c(c2)O[C@@H](CN(C)CC2CC2)[C@@H](C)CN([C@H](C)CO)S3(=O)=O)cc1	18	-16	-1.5	6
CO[C@@H]1CN(C)C(=O)c2cc(NC(=O)C3CC3)ccc2OC[C@H](C)N(C(=O)C2CCOCC2)C[C@@H]1C	-9	8	-0.8	-3
C[C@H]1CN([C@@H](C)CO)C(=O)Cc2cc(NC(=O)CCCCCC(=O)Nc3ccccc3N)ccc2O[C@H]1CN(C)S(=O)(=O)c1ccc(F)cc1	32	-78	-0.5	-5
C[C@H]1CN([C@@H](C)CO)C(=O)c2cccc(NC(=O)Nc3ccc(F)cc3)c2O[C@@H]1CN(C)Cc1ccncc1	53	9	2.3	2
C[C@H]1CN([C@@H](C)CO)C(=O)Cc2cc(NC(=O)Nc3ccc(F)cc3)ccc2O[C@H]1CN(C)Cc1ccccc1	11	-13	-1.1	-4
Cc1cc(C(=O)Nc2cccc3c2O[C@H](CN(C)C(=O)Nc2ccc(C(F)(F)F)cc2)[C@@H](C)CN([C@@H](C)CO)C3=O)n(C)n1	6	18	5.7	1
C[C@@H]1CCCCO[C@@H](CN(C)Cc2ccc(C(=O)O)cc2)[C@@H](C)CN([C@H](C)CO)C(=O)c2cc(NS(=O)(=O)c3ccc(Cl)cc3)ccc2O1	55	-17	-0.4	-6
CCCC(=O)Nc1ccc2c(c1)OC[C@H](C)N(C(=O)CC)C[C@H](C)[C@@H](OC)CN(C)C2=O	.	7	-0.4	-5
C[C@H](CO)N1C[C@H](C)[C@@H](CN(C)C(=O)Nc2ccc3c(c2)OCO3)Oc2ccc(NC(=O)Nc3ccc(C(F)(F)F)cc3)cc2C1=O	0	-41	0.7	.
COCC#Cc1cnc2c(c1)C(=O)N([C@@H](C)CO)C[C@@H](C)[C@H](CN(C)C(=O)c1cnccn1)O2	40	13	-0.3	-7
COc1ccc2c3c([nH]c2c1)[C@@H](CO)N(C(=O)c1cccnc1)CC31CN(C(=O)Nc2cccc(F)c2)C1	.	-21	-1.4	1
CCCN(C)C[C@H]1Oc2cc(-c3ccccc3F)ccc2S(=O)(=O)N([C@H](C)CO)C[C@H]1C	58	-49	-0.6	4
CC(C)NC(=O)N1[C@H](CO)[C@@H](c2ccccc2)C12CN(C(=O)Cc1ccccc1)C2	.	-17	-0.1	-4
Cc1cccc(-c2ccc([C@H]3[C@H](CO)N4CCCCN(C(=O)c5ccc6c(c5)OCO6)C[C@@H]34)cc2)c1	114*	-55	0.3	8
O=C(C[C@H]1CC[C@@H]2[C@H](COC[C@H](O)CN2C(=O)Nc2ccc(Cl)cc2)O1)NC1Cc2ccccc2C1	.	-4	0.6	40&4
CO[C@H]1CN(C)C(=O)c2ccc(NC(C)=O)cc2OC[C@@H](C)N(CCc2ccccc2)C[C@@H]1C	-7	-6	1.1	.
C[C@@H]1CN([C@@H](C)CO)S(=O)(=O)c2ccc(C#Cc3cccnc3)cc2O[C@@H]1CN(C)CC1CCOCC1	19	-16	-1.6	2
COc1ccc(-c2ccc3n(c2=O)C[C@@H]2[C@@H](CO)[C@H](C(=O)N(C)C)[C@H]3N2Cc2ccncc2)cc1	41	-8	1.0	-2
C[C@H](CO)N1C[C@H](C)[C@@H](CN(C)C(=O)Nc2ccc(F)cc2)Oc2ccc(N(C)C)cc2C1=O	2	13	1.5	-1
Cc1noc(C)c1NC(=O)Nc1ccc2c(c1)C(=O)N([C@@H](C)CO)C[C@@H](C)[C@H](CN(C)S(C)(=O)=O)OCCCC[C@@H](C)O2	.	-2	0.6	-4
O=S(=O)(NCC[C@H]1CC[C@@H](NS(=O)(=O)c2cccc(Cl)c2)[C@@H](CO)O1)c1cccc(F)c1	11	-29	-1.8	0
C[C@H]1CN([C@@H](C)CO)C(=O)Cc2cc(NC(=O)c3ccncc3)ccc2O[C@H]1CN(C)Cc1ccccc1	56	12	-2.9	9
CCCC(=O)Nc1ccc2c(c1)C(=O)N(C)C[C@@H](OC)[C@@H](C)CN(CCc1ccccc1)[C@@H](C)CO2	-36	-20	-0.5	10
CNC[C@H]1OCCCC[C@@H](C)Oc2ccc(NC(=O)C3CCCCC3)cc2C(=O)N([C@@H](C)CO)C[C@@H]1C	25	26	-0.4	-2
O=C(C[C@@H]1CC[C@H]2[C@@H](COC[C@H](O)CN2Cc2ccccc2F)O1)NC1CCC1	-44	.	0.6	3&-2
C[C@@H]1CN([C@@H](C)CO)C(=O)c2cc(NC(=O)Nc3ccc(C(F)(F)F)cc3)ccc2O[C@@H](C)CCCCO[C@H]1CN(C)C(=O)Nc1cccc2ccccc12	85	14	-1.4	1
O=C(CC1CC1)N1[C@@H]2CN(S(=O)(=O)c3ccccc3F)c3ccccc3[C@@H]2[C@@H]1CO	27	10	2.0	20
C[C@@H]1CN([C@@H](C)CO)C(=O)c2ccccc2-c2ccccc2CO[C@H]1CN(C)C(=O)c1ccncc1	40	8	-0.1	-3
C/C=C/c1ccc([C@H]2[C@@H](CO)N[C@@H]2CNC(=O)C2CCCCC2)cc1	.	10	1.7	11
C[C@H]1CN([C@@H](C)CO)C(=O)CCCn2cc(nn2)CO[C@@H]1CN(C)C(=O)Nc1ccc(N2CCCCC2)cc1	-18&26	-89*!	-0.1	0
CN(C)C(=O)c1ccc(-c2ccc(C3[C@H]4CNC[C@@H]3N4CC3CCCCC3)cc2)cc1 (some centres not stated)	.	2	1.4	-6
CC(C)c1cn(CC[C@@H]2CC[C@H](N)[C@@H](CO)O2)nn1	-16	21	38*	.
Cc1noc(C)c1NC(=O)Nc1ccc2c(c1)CC(=O)N([C@@H](C)CO)C[C@H](C)[C@H](CN(C)S(=O)(=O)c1ccc(Cl)cc1)O2	12	-3	-2.3	-7
COc1ccccc1S(=O)(=O)N[C@H]1CC[C@H](CCNC(=O)C2CCC2)O[C@H]1CO	.	-16	-0.1	2
COCC(=O)N1[C@H](CO)[C@@H](c2ccccc2)C12CN(C(=O)Nc1ccccc1F)C2	.	17	-1.3	-6
Cc1ccc(S(=O)(=O)Nc2cccc3c2O[C@@H](CN(C)Cc2ccncc2)[C@@H](C)CN([C@H](C)CO)C3=O)cc1	34	1	-1.3	0
C[C@H]1CN([C@@H](C)CO)C(=O)c2cc(NC(=O)Nc3ccccc3)ccc2O[C@H]1CN(C)Cc1ccc2c(c1)OCO2	57	-2	3.0	-5
C[C@H]1CN([C@@H](C)CO)S(=O)(=O)c2ccc(C#Cc3cccc(F)c3)cc2O[C@@H]1CN(C)C(=O)CN1CCOCC1	47	-67	0.8	1

Rewritten in CSV form: entries from further up.
Molecule,Tcruzi prolif,Pf Dd2 growth,GASC1 inh,C diff HTS
C[C@@H]1CN([C@@H](C)CO)C(=O)c2ccccc2-c2ccccc2CO[C@H]1CN(C)C(=O)c1ccncc1,40,8,-0.1,-3
C/C=C/c1ccc([C@H]2[C@@H](CO)N[C@@H]2CNC(=O)C2CCCCC2)cc1,.,10,1.7,11
C[C@H]1CN([C@@H](C)CO)C(=O)CCCn2cc(nn2)CO[C@@H]1CN(C)C(=O)Nc1ccc(N2CCCCC2)cc1,-18&26,-89*!,-0.1,0
CN(C)C(=O)c1ccc(-c2ccc(C3[C@H]4CNC[C@@H]3N4CC3CCCCC3)cc2)cc1 (some centres not stated),.,2,1.4,-6
CC(C)c1cn(CC[C@@H]2CC[C@H](N)[C@@H](CO)O2)nn1,-16,21,38*,.
Cc1noc(C)c1NC(=O)Nc1ccc2c(c1)CC(=O)N([C@@H](C)CO)C[C@H](C)[C@H](CN(C)S(=O)(=O)c1ccc(Cl)cc1)O2,12,-3,-2.3,-7
COc1ccccc1S(=O)(=O)N[C@H]1CC[C@H](CCNC(=O)C2CCC2)O[C@H]1CO,.,-16,-0.1,2
COCC(=O)N1[C@H](CO)[C@@H](c2ccccc2)C12CN(C(=O)Nc1ccccc1F)C2,.,17,-1.3,-6
Cc1ccc(S(=O)(=O)Nc2cccc3c2O[C@@H](CN(C)Cc2ccncc2)[C@@H](C)CN([C@H](C)CO)C3=O)cc1,34,1,-1.3,0
C[C@H]1CN([C@@H](C)CO)C(=O)c2cc(NC(=O)Nc3ccccc3)ccc2O[C@H]1CN(C)Cc1ccc2c(c1)OCO2,57,-2,3.0,-5
C[C@H]1CN([C@@H](C)CO)S(=O)(=O)c2ccc(C#Cc3cccc(F)c3)cc2O[C@@H]1CN(C)C(=O)CN1CCOCC1,47,-67,0.8,1

(further entries)
SMILES	Tcruzi prolif	Pf Dd2 growth	GASC1 inh	C diff HTS
CO[C@@H]1CN(C)C(=O)c2cc(NC(=O)C3CCCCC3)ccc2OC[C@@H](C)N(Cc2cccnc2)C[C@@H]1C	63	.	1.0	.
CC(C)C#Cc1ccc([C@@H]2[C@H]3CN(S(=O)(=O)c4ccccc4)CC(=O)N3[C@H]2CO)cc1	.	-18	-1.3	-3
CN1C(=O)c2cc(NC(=O)Cc3cccs3)ccc2OC[C@H]2O[C@@H](CC(=O)NCCCN3CCOCC3)CC[C@@H]21	75	25	-0.5	-12
C[C@@H]1CN([C@H](C)CO)C(=O)c2cc(C#Cc3ccccc3F)cnc2O[C@@H]1CN(C)C(=O)c1ccc2c(c1)OCO2	69	-64	-0.9	-5
O=C(O)C[C@@H]1CC[C@@H](NC(=O)CCN2CCCCC2)[C@H](CO)O1	.	-5	0.6	-5
CO[C@@H]1CN(C)C(=O)c2cc(NC(=O)C3CC3)ccc2OC[C@@H](C)N(CC2CCCC2)C[C@@H]1C	2	-6	0.3	1

Compound activity from PubChem BioAssay.
